GluA2 TARP mod: modulators of AMPA receptor GluA2-stargazin complexes; HEK293 GluA2+stargazin, membrane potential dye (FDSS), glutamate EC50; hits were called plate by plate, in both directions; calls only at 30 µM; actives 3.5% (n = 40,000); AID 1259245;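 active means any of four per-well response measures lying three or more SD from its plate-wide compound average, in either direction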
Target sequence (O88602 whole entry, looked up): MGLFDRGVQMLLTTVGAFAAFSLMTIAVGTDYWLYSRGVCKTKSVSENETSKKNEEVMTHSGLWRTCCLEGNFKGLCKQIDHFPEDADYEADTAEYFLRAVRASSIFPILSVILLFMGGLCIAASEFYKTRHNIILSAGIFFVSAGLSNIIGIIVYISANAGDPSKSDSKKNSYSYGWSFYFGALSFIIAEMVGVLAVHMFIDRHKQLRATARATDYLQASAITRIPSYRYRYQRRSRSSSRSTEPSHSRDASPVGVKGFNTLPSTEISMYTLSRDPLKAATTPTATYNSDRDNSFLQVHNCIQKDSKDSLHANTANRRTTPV
Target sequence (P19491 whole entry, looked up): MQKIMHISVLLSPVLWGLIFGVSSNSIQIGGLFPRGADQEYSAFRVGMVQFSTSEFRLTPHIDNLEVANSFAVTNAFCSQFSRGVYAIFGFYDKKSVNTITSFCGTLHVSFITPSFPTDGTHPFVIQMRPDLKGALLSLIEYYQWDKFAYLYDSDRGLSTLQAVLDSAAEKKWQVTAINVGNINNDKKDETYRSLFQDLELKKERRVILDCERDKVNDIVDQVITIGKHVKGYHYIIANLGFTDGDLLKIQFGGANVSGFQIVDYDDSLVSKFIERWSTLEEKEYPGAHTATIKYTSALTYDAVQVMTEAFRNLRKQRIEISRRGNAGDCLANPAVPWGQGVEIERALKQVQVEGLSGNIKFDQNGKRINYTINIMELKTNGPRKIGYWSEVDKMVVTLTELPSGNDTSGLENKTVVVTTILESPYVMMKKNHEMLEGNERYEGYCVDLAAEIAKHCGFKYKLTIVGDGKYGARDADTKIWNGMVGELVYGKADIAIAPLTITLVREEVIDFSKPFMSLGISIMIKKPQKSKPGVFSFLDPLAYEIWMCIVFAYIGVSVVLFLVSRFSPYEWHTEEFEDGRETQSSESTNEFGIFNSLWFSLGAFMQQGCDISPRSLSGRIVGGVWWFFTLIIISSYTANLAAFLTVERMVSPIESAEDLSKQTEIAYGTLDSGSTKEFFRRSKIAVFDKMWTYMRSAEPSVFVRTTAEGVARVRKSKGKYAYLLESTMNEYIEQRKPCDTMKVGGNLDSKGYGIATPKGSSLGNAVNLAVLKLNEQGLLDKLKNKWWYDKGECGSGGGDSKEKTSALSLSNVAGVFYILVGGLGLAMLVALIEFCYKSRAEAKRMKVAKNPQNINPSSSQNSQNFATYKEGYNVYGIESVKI
GluA2 TARP mod agonism max-min: further read-out of GluA2 TARP mod, marked with its call; compound max-min signal; compound-alone response (agonism);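 unitless range of fluorescence divided by baseline over first 100 seconds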
GluA2 TARP mod glutamate slope: further read-out of GluA2 TARP mod, marked with its call; glutamate slope, % of max; measured here: glutamate response slope, % max;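 scaled per plate between vehicle wells and maximal 1 mM glutamate control wells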
Starred values were filed as active, the others as inactive; i = inactive; + = active, no number; & = joins results of further samples. An excerpt (hit frequency here may not be typical).

No.	molecule	GluA2 TARP mod	GluA2 TARP mod agonism max-min	GluA2 TARP mod glutamate slope
1	Cc1cc([N+](=O)[O-])ccc1NC(=O)c1ccc(N2CCCCS2(=O)=O)cc1	i	0.12	58
2	CSc1ccc(CN2Cc3ccccc3NC2=S)cc1	i	0.043	52
3	O=C(NCC(c1ccco1)N1CCOCC1)c1cnccn1 (configuration not stated)	i	0.13	38
4	CC(C)(CO)NC(=O)CN1CCN(c2ccccc2)C1=O	i	0.074	55
5	CS(=O)(=O)c1ccc(CC(=O)Nc2nccs2)cc1	i	0.086	55
6	COc1ccccc1N1C(=O)N(c2ccccc2)C2CS(=O)(=O)CC21 (configuration not stated)	i	0.063	62
7	Cc1nnc2ccc(N3CCN(S(=O)(=O)c4ccc(OC(F)(F)F)cc4)CC3)nn12	i	0.079	23
8	CC(O)(CNC(=O)C(=O)Nc1cccc(C(F)(F)F)c1)c1ccc(-c2ccccc2)cc1 (configuration not stated)	i	0.086	47
9	CSCCC(C)(O)CNS(=O)(=O)/C=C/c1ccccc1 (configuration not stated)	i	0.1	59
10	COc1cccc(Nc2cc(C)nc(-n3cc([N+](=O)[O-])cn3)n2)c1	i	0.12	50
11	COC(=O)C1=C(CS(=O)(=O)c2cc(Cl)ccc2OC)NC(=O)NC1c1ccc(O)c(OC)c1 (configuration not stated)	i	0.087	65
12	CCc1ccccc1NC(=O)Cn1c(=O)n(Cc2ccccc2)c(=O)c2c1c1cc(C)ccc1n2C	i	0.059	28
13	COc1cccc(-c2cc(C(=O)O)c3[nH]c(C)nc3n2)c1O	i	0.079	51
14	CCOC(=O)N1CCN(CC(O)COCCOc2ccc(Cl)cc2)CC1 (configuration not stated)	i	0.032	49
15	Cc1c(Cl)ccc2sc(N(CCCN(C)C)C(=O)c3ccn(C)n3)nc12	i	0.19	44
16	CCC(=O)Nc1ccc(SCC(=O)Nc2ccc3c(c2)OCO3)nn1	i	0.058	35
17	O=C(NCC(O)(c1cccs1)C1CC1)Nc1ccccc1C(F)(F)F (configuration not stated)	i	0.049	61
18	Cc1nc2cc(NC(=O)Cn3cnc(-c4cccs4)cc3=O)ccc2s1	i	0.13	61
19	Cn1ccnc1N1CCN(C(=O)C2(c3ccc(Cl)cc3)CCCC2)CC1	i	0.072	64
20	CC(=O)Nc1ccc(S(=O)(=O)N2CCN=C2c2ccccc2)cc1	i	0.1&0.052	38&101
21	Cc1ccccc1-n1ccn(Cc2nc(-c3cccs3)no2)c(=O)c1=O	i	0.068	32
22	COc1cccc(NC(=O)c2ccc(-c3ccc(Cl)cc3[N+](=O)[O-])o2)c1	i	0.1	53
23	COc1ccc(NC(=O)Cc2cc(-c3ccc(Cl)cc3)on2)cc1OC	i	0.093	40
24	O=S(=O)(NCc1ccccc1)N1CCCCC1	i	0.057	39
25	COc1ccc(NC(=O)C2CCN(c3ccc(-c4ccccc4OC)nn3)CC2)c(OC)c1	i	0.12	84
26	COc1cccc(OC)c1C(=O)Nc1cccc(N2CCCCC2=O)c1	i	0.097	47
27	O=C(c1c[nH]c2ccccc12)N1CC(C(=O)N2CCCC2)C1	i	0.099	57
28	Cc1cc(C)c(S(=O)(=O)NCC2CCN(C3CCCC3)CC2)cc1C	i	0.11	57
29	CCOc1ccc(OCCNC(=O)Cc2ccc([N+](=O)[O-])cc2)cc1	i	0.11	54
30	COc1ccc(CC(=O)Nc2ccc3c(c2)N(C(C)=O)CC3)cc1	i	0.1	60
31	Cc1nn(-c2nc3c(c(=O)n(CC(N)=O)c(=O)n3C)n2C(C)C)c(C)c1C	i	0.062	52
32	COc1ccc(N2CC(NS(=O)(=O)N(C)C)CC2=O)cc1OC (configuration not stated)	i	0.062	34
33	CCOC(=O)N1CCC(NC(=O)C(=O)Nc2ccccc2OC)CC1	i	0.1	47
34	Cc1ccc(NC(=O)C(=O)NCCc2cccs2)cc1Cl	i	0.1	55
35	Cc1ccc2c(NC(=O)Cc3sc(-c4ccccc4)nc3C)cccc2n1	i	0.14	79
36	COc1ccc(-c2cc(CC(=O)Nc3ccc4c(c3)OCO4)no2)cc1	i	0.053	49
37	CCc1nnc(NS(=O)(=O)c2ccc(NC(=O)c3ccc(Cl)s3)cc2)s1	i	0.14	63
38	CCn1nnc2c(NCC(C)O)ncnc21 (configuration not stated)	i	0.11	61
39	CN(C)C(CNC(=O)c1c(F)cccc1F)c1cccc2ccccc12 (configuration not stated)	+	0.073*	0.7*
40	Cc1nc(N2CCC(C(N)=O)CC2)nc(NCc2ccco2)c1[N+](=O)[O-]	i	0.084	69
41	CCc1nc2sc(C(c3ccccc3Cl)N3CCCC(C)C3)c(O)n2n1 (configuration not stated)	i	0.092	57
42	COc1ccc(OC)c(-n2c(-c3ccccc3)cn3c4c(=O)n(CC(N)=O)c(=O)n(C)c4nc23)c1	i	0.044	62
43	Cc1nnc(C2CCN(C(=O)C3CC(=O)N(c4ccc(Cl)cc4)C3)CC2)s1 (configuration not stated)	i	0.093	57
44	CC(=O)N1CCN(c2ccnc3c2c(=O)n(CC(=O)N2CCCCCC2)c(=O)n3C)CC1	i	0.082	65
45	COc1cc(N2CCN(C(=O)c3ccccc3C(F)(F)F)CC2)nc(OC)n1	i	0.11	58
46	Cn1c(=O)c2c(ncn2CC(=O)Nc2ccc(OCc3ccccc3)cc2)n(C)c1=O	i	0.066	50
47	CCS(=O)(=O)c1ccc(C(=O)Nc2sc(C(=O)OC)c(C)c2C#N)cc1	+	0.12*	60*
48	CN(CCC#N)C(=O)C(=O)c1c[nH]c2ccccc12	i	0.12	56
49	COCCNC(=O)CCc1csc(NC(=O)c2ccc[nH]c2=O)n1	+	0.2*	58*
50	COc1cccc(NC(=O)C(=O)NCC(c2cccc3ccccc23)N2CCCC2)c1 (configuration not stated)	i	0.079	59
51	COc1ccc(NC(=O)C2CCCN2C(=O)OC(C)(C)C)cc1 (configuration not stated)	i	0.091	51
52	COC(=O)Cn1c(=O)c2c(nc3n2CC(C)CN3c2ccccc2C)n(C)c1=O (configuration not stated)	i	0.058	51
53	O=C(c1cccc([N+](=O)[O-])c1)N(CCN1CCOCC1)c1nc2c(F)cccc2s1	i	0.09	46
54	Cc1cccc2sc(NC(=O)Cc3csc(Nc4ccc(Cl)cn4)n3)nc12	i	0.15	49
55	O=C(c1ccc(Br)s1)N(CCN1CCOCC1)c1nc2c(F)cccc2s1	i	0.068	58
56	O=C(Nc1ccc2c(c1)OCO2)c1csc(NS(=O)(=O)c2ccccc2)n1	i	0.092	47
57	COc1ccccc1CCNC(=O)c1cc2cccnc2n(C)c1=O	i	0.059	51
58	CCCNC(=O)C(=O)Nc1c2c(nn1-c1ccccc1)CS(=O)(=O)C2	i	0.081	57
59	CCN1CCc2c(sc(NC(=O)c3ccn(C)n3)c2-c2nc3ccccc3s2)C1	i	0.16	66
60	CCOc1ccc(-n2c(C)c(C(C)=O)c(C(C)=O)c2C)cc1	i	0.065	33

Structures from the list above with a cyano group:
No.	molecule	GluA2 TARP mod	GluA2 TARP mod agonism max-min	GluA2 TARP mod glutamate slope
47	CCS(=O)(=O)c1ccc(C(=O)Nc2sc(C(=O)OC)c(C)c2C#N)cc1	+	0.12*	60*
48	CN(CCC#N)C(=O)C(=O)c1c[nH]c2ccccc12	i	0.12	56

New compounds follow:
No.	molecule	GluA2 TARP mod	GluA2 TARP mod agonism max-min	GluA2 TARP mod glutamate slope
61	COc1ccc(-c2ccc(S(=O)(=O)N3CCCCCC3)cc2)cc1	i	0.058	54
62	O=C(NCC1CCN(C(=O)Oc2ccccc2)CC1)Nc1ccc2c(c1)OCO2	i	0.068	38
63	Cc1oc(-c2ccc(Cl)cc2[N+](=O)[O-])cc1C(=O)O	i	0.073	52
64	Cn1c(=O)c2cc(C(=O)N3CCN(C(=O)c4ccco4)CC3)sc2n(C)c1=O	i	0.22	52
65	CCc1nnc(NS(=O)(=O)c2ccc(NC(=O)c3ccc(Oc4ccccc4)cc3)cc2)s1	i	0.11	64
66	COc1cccc(C(=O)NCCS(=O)(=O)N2CCN(C(=O)c3ccco3)CC2)c1	i	0.098	61
67	O=C(NCc1ccc(F)cc1)C(=O)NCC1CCN(c2ccccn2)CC1	i	0.094	59
68	COc1cccc(C(=O)NNC(=O)c2ccc(=O)n(Cc3ccccc3)c2)c1OC	i	0.082	50
69	O=c1c(SCc2ccc([N+](=O)[O-])cc2)nccn1-c1ccc(F)cc1	i	0.1	49
70	Cc1ccc(OCC(O)Cn2c(N3CCCCC3)nc3c2c(=O)n(C)c(=O)n3C)cc1C (configuration not stated)	i	0.058	65
71	CNC(=O)CCc1csc(NC(=O)c2ccc[nH]c2=O)n1	i	0.21	43
72	Cc1ccc(S(=O)(=O)NCC2CCN(C)CC2)c(C)c1	i	0.066	62
73	CS(=O)(=O)Nc1ccccc1C1=NN(S(C)(=O)=O)C(c2ccco2)C1 (configuration not stated)	i	0.065	66
74	Cc1ccc2nc(N(Cc3ccccn3)C(=O)c3ccc(S(=O)(=O)C(C)C)cc3)sc2c1	i	0.11	59
75	Cc1cc(C)n2nc(C(=O)O)c(-c3ccccc3)c2n1	i	0.1	46
76	CCOc1nn(CC)cc1-c1nnc(SCC(=O)Nc2ccc(Cl)cc2)n1C	i	0.059	38
77	O=C(NCCC(O)c1ccco1)C(=O)Nc1cccc(N2CCCCC2=O)c1 (configuration not stated)	i	0.082	59
78	Cn1c(=O)n(CC(N)=O)c(=O)c2c1nc1n(-c3ccccc3F)c(-c3ccccc3)cn21	i	0.089	62
79	CC(=O)Nc1ccc(C(=O)NCCNC(=O)c2c(F)cccc2Cl)cc1	i	0.079	45
80	COc1ccc(F)cc1S(=O)(=O)NCC1CCN(C(=O)c2cccn(C)c2=O)CC1	i	0.058	37

The final 6 records of the section above come first, to join the parts:
No.	molecule	GluA2 TARP mod	GluA2 TARP mod agonism max-min	GluA2 TARP mod glutamate slope
75	Cc1cc(C)n2nc(C(=O)O)c(-c3ccccc3)c2n1	i	0.1	46
76	CCOc1nn(CC)cc1-c1nnc(SCC(=O)Nc2ccc(Cl)cc2)n1C	i	0.059	38
77	O=C(NCCC(O)c1ccco1)C(=O)Nc1cccc(N2CCCCC2=O)c1 (configuration not stated)	i	0.082	59
78	Cn1c(=O)n(CC(N)=O)c(=O)c2c1nc1n(-c3ccccc3F)c(-c3ccccc3)cn21	i	0.089	62
79	CC(=O)Nc1ccc(C(=O)NCCNC(=O)c2c(F)cccc2Cl)cc1	i	0.079	45
80	COc1ccc(F)cc1S(=O)(=O)NCC1CCN(C(=O)c2cccn(C)c2=O)CC1	i	0.058	37
81	CCN1CCN(C(c2ccc(Br)cc2)c2sc3nc(C)nn3c2O)CC1 (configuration not stated)	i	0.1	74
82	COc1ccc(CC(=O)Nc2cc(C)nn2C(C)C)cc1C	i	0.081	49
83	O=C(NCc1cccs1)C(=O)NCC1CCN(C(=O)c2cc3ccccc3o2)CC1	i	0.11	61
84	COc1ccccc1CCNC(=O)CC1CCCCN1S(=O)(=O)c1ccc(Cl)cc1 (configuration not stated)	+	0.082*	90*
85	COc1ccc(Cl)cc1NC(=O)Nc1cc(N2CCCS2(=O)=O)ccc1OC	+	0.13*	36*
86	CSc1nn(CC(=O)Nc2ccc(Cl)cc2)c(N)c1S(=O)(=O)c1ccccc1	+	0.18*	0.7*
87	CC(C)(C)C(=O)N1CCc2ccc(NC(=O)COc3ccc(C(C)(C)C)cc3)cc21	i	0.071	57
88	CNC(=O)c1ccsc1NC(=O)CCCS(=O)(=O)c1ccc(F)cc1	i	0.11	45
89	COc1cccc(C(CNC(=O)C(=O)NCc2ccc(Cl)cc2)N2CCOCC2)c1 (configuration not stated)	i	0.061	51
90	O=C(Cc1csc(NC(=O)c2ccc[nH]c2=O)n1)NC1CCCCC1	i	0.055	36
91	Cc1ccc(S(=O)(=O)NCC(c2ccc(F)cc2)N(C)C)cc1 (configuration not stated)	i	0.041	53
92	O=C(NCC(=O)N1CCN(c2ccccc2Cl)CC1)c1c[nH]c2ccccc12	i	0.09	66
93	O=C(NCC1(O)CCc2ccccc21)Nc1cccc(C(F)(F)F)c1 (configuration not stated)	+	0.2*	40*
94	COCCCNC(=O)CSc1nnc2c(=O)n(Cc3ccc(F)cc3)ccn12	i	0.037	35
95	Cc1c(Cl)ccc2sc(NC(=O)C3CCCN(S(C)(=O)=O)C3)nc12 (configuration not stated)	i	0.1	46
96	COC(=O)C12CC3CC(CC(NC(=O)C4CCN(S(C)(=O)=O)CC4)(C3)C1)C2	i	0.12	75
97	COc1cccc(CNC(=O)c2c(O)c3ccccc3[nH]c2=O)c1	i	0.11	82
98	CC(=O)NC1C(Oc2cccc(C)c2)OC2COC(c3ccco3)OC2C1O (configuration not stated)	i	0.043	59
99	COCCNC(=O)c1nnn(-c2ccccc2)c1CSc1nc(C)cc(C)n1	i	0.048	54
100	CN(Cc1ccccc1)S(=O)(=O)c1ccc(-c2nc(C#N)c(NCc3ccccc3)o2)cc1	i	0.13	84

Compound profiles, from the list above:
`Cc1ccc(S(=O)(=O)NCC(c2ccc(F)cc2)N(C)C)cc1` (configuration not stated) as listed: GluA2 TARP mod: i; GluA2 TARP mod agonism max-min: 0.041; GluA2 TARP mod glutamate slope: 53
`CN(Cc1ccccc1)S(=O)(=O)c1ccc(-c2nc(C#N)c(NCc3ccccc3)o2)cc1` as listed: GluA2 TARP mod: i; GluA2 TARP mod agonism max-min: 0.13; GluA2 TARP mod glutamate slope: 84

(listing goes on)
No.	molecule	GluA2 TARP mod	GluA2 TARP mod agonism max-min	GluA2 TARP mod glutamate slope
101	O=C(NCC1CCN(C(=O)c2cccnc2)CC1)C(=O)Nc1ccccc1Cl	i	0.092	63
102	Cc1ccc2nc(NC(=O)c3ccc(=O)n(Cc4ccc(F)cc4)c3)sc2c1	i	0.12	47
103	C#CCOCC(O)CN1CCN(c2cc(Cl)ccc2C)CC1 (configuration not stated)	i	0.059	60
104	COCCNC(=O)NCC1CCN(S(C)(=O)=O)CC1	i	0.07	53
105	COC(=O)COc1nc(C)cc(C)c1C#N	i	0.095	49

Compound activity from PubChem BioAssay.
